Bioassay records as filed in PubChem.
T cell modulator – modulators of CD8 T cell-vesicle binding, primary screen, mouse 2C CD8+ T cells, flow cytometry; actives 0.068% (n = 330,000); 2C CD8+ T cell-vesicle binding; stronger effect = lower value; calls only at 7 µM;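 active means response, share of CD8 T cells binding vesicles, and their 90th percentile fluorescence all below set limits, cut at about 80% in these data, passing the limit was not always enough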
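Assay system – 2C mouse CD8+ T cells · Also added – QL9-loaded Drosophila micro-vesicles · Timing – Cell–vesicle co-incubation 1.5 h at 37 °C, staining 20 min on ice · Signal – flow cytometry of vesicle-bound cells · Measure – percent CD8+ FL2 mean versus row control · Controls – Peptide-free naked vesicles (low) and QL9 vesicles with 0.7% DMSO vehicle (high)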
PMI inhibitors – inhibitors of human PMI, primary screen, biochemical, fluorescence intensity, coupled assay (AID 1209); purified PMI enzyme, coupled fluorescence intensity; higher % means a stronger effect; actives 0.42% (n = 190,000); inhibition, % at 20 µM; hits with a dose series show IC50 in µM; Mannose-6-phosphate isomerase (Homo sapiens); in the data active means inhibition above about 50%;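 further: plate controls were DMSO vehicle for no effect and wells lacking substrate for full effect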
Dynein transport – inhibitors of GR-EGFP nuclear translocation, primary screen, dynein cargo transport inhibitor project, imaging, high-content, 3617.4 mouse cells. test concentration mostly 20 µM; stimulated with dexamethasone, 1 µM; stronger effect = lower value. z-score, hits read low. actives 0.47% (n = 220,000). AID 1381, 2008;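 active means plate z-score of nuclear minus cytoplasmic receptor signal below a set negative limit, without overly bright fluorescence or cell loss, cut at about -3.5 in these data, passing the limit was not always enough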;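 further: z-score of nuclear minus cytoplasmic ring GR-EGFP intensity difference per well; some compounds called inactive have numbers as strong as hits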
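Also added – dexamethasone, 1.0 µM final · Buffer or medium – tet-free, stripped-serum medium · Schedule – induction 48 h, compound 1 h, agonist 30 min · Detection – formaldehyde fixation, Hoechst nuclear stain, 10x automated fluorescence imaging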
Lipid droplet – inhibitors of hepatocyte lipid droplet formation, primary screen, imaging, high-throughput imaging, BODIPY stain. AML12 mouse hepatocytes, oleate lipid droplets. actives 0.4% (n = 240,000). inhibition, % at 6.5 µM;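 active means lipid droplet intensity inhibited by at least 50%, with more than 500 cells counted; inconclusive means wells with under 300 cells, treated as cytotoxic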
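Technique: fluorescence imaging, 20x objective, two fields per well / Assay system: AML12 hepatocytes (mouse) / Measure: % inhibition of lipid droplet signal / Doses: 6.5 µM single-point dosing / Incubation: overnight exposure / Reagent: 100 µM oleic acid challenge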
b-catenin transl – modulators of beta-catenin nuclear translocation, primary screen, imaging, HeLa cells, immunofluorescence, high-content; nuclear translocation activity, % at 5 µM; AID 1665, 2009; actives 0.3% (n = 190,000);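 active means nuclear translocation activity above 50% at 5 µM, with a well cell count of 50 or more; inconclusive means wells under 50 cells across six images, flagged as toxic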;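 further: per-cell ratio of nuclear to cytoplasmic median beta-catenin stain intensity; plate controls were DMSO negative control for no effect and GSK-3 inhibitor IX positive control for full effect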
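Test system: human HeLa cells, endogenous beta-catenin. Times: 24 h compound exposure, 37°C. Measured by: beta-catenin immunofluorescence imaging with DAPI.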
MT stabilizer – microtubule stabilizers in HeLa cells, primary screen, imaging, high-content imaging; % tubulin-high responders, % at 10 µM; HeLa tubulin immunostaining HCS, 24 h; share of cells brighter than vehicle mean+2SD; actives 0.83% (n = 200,000);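 active means plate Z-score above 3 for both tubulin-high and condensed-nucleus cell shares, with cell loss under 80%, at 10 µM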;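 further: anti alpha tubulin signal scored within the nucleus-defined area of each cell; some results filed as inactive read as strong as hits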
TNAP activation fold – human TNAP enzyme activators, primary screen, biochemical, luminescent, no phosphate acceptor, uHTS (AID 1001); actives 0.03% (n = 200,000); purified TNAP, luminescent activation assay, no phosphate acceptor; higher activation fold means a stronger effect; activation fold at 20 µM, or EC50 in µM where a hit was titrated; in the data active means activation fold from about 3, or a potency from the dose series; inactive means the rest, 99 in 100 with activation fold below about 1.6; further: many of its hits are not listed in these tables
Insulin prom up – insulin promoter activators in MIN6 cells, imaging, high-content screening, mouse beta cells; MIN6 insulin promoter-GFP reporter; stronger effect = higher value; z-score at 5 µM; actives 0.3% (n = 190,000); AID 1625, 2009;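 active means z-score above 3 at 5 µM with at least 500 cells counted in the well; inconclusive means wells under 500 cells, flagged as cytotoxic or low count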
Myeloid diff 2 – induction of myeloid progenitor differentiation, primary screen, cell-based, flow cytometry, MLPCN library; calls only at 10 µM; AID 624256, 2012; actives 1% (n = 360,000); ER-HoxA9 myeloid progenitors, lysozyme-GFP differentiation;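 active means normalized GFP-positive differentiation at or above the plate's own cutoff, the solvent-only control mean plus 3 SD; inconclusive means no clear call, values can overlap the other calls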;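 further: cells exposed to compound for four days before flow analysis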
Dynein transport cytoplasmic EGFP – further read-out of Dynein transport, marked with its call; z-score; measured here: cytoplasmic GR-EGFP intensity; stronger effect = higher value
Dynein transport nuclear GR-EGFP – further read-out of Dynein transport, marked with its call; z-score; measured here: nuclear GR-EGFP intensity;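 lower value marks the stronger effect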
Dynein transport cell count – further read-out of Dynein transport, marked with its call; z-score; measured here: cell count per field
Insulin prom up cell count – further read-out of Insulin prom up, marked with its call; cell count; measured here: cytotoxicity, nuclei count;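 total cells summed across four imaged fields per well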
Lipid droplet cells 6.5 µM – second read-out of Lipid droplet, no call of its own (marks repeat the call); cell count; measured here: cell count, cytotoxicity flag;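 cells counted across two imaged fields per well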
b-catenin transl cell count 5 µM – recorded beside b-catenin transl, whose call it bears; cell count; measured here: cell count, cytotoxicity flag
T cell modulator vesicle-bound % – further read-out of T cell modulator, marked with its call; double positive events, %; measured here: CD8+ vesicle-bound cell fraction;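 binding gate set so that unloaded-vesicle control wells show 10% double positive cells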
MT stabilizer Hoechst-high % – also measured in MT stabilizer; calls as there; % Hoechst-high responders; measured here: nuclear condensation Hoechst responders;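 share of cells brighter than vehicle mean plus two SD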
MT stabilizer cytotoxicity % – second read-out of MT stabilizer, no call of its own (marks repeat the call); toxicity, %; measured here: cytotoxicity by cell density;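 0% = mean cell density of plate MIN control wells and 100% = no cells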
Myeloid diff 2 GFP+ MAC1+ % – further read-out of Myeloid diff 2, marked with its call; GFP+ MAC1+ double positive, %; measured here: differentiation confirmed by MAC1 staining
An asterisk follows results filed as active; i = inactive; ? = inconclusive; . = no result given; + = active, no number.

SMILES	T cell modulator	T cell modulator vesicle-bound %	PMI inhibitors	Dynein transport	Dynein transport cytoplasmic EGFP	Dynein transport nuclear GR-EGFP	Dynein transport cell count	Lipid droplet	Lipid droplet cells 6.5 µM	b-catenin transl	b-catenin transl cell count 5 µM	MT stabilizer	MT stabilizer Hoechst-high %	MT stabilizer cytotoxicity %	TNAP activation fold	Insulin prom up	Insulin prom up cell count	Myeloid diff 2	Myeloid diff 2 GFP+ MAC1+ %
Cc1c(C(C)C)c(=O)n(-c2ccc(S(=O)(=O)NC3CC3)cc2)n1C	i	50	6%	-0.6	-0.19	-0.41	-0.12	-1	727	0.4	938	1.4	2.6	8.0	1.1	0.04	1441	i	0.4
COC(=O)n1c(=S)oc2cc(Cl)ccc21	i	47	22%	-0.6	-0.25	-0.3	0.2	4	718	.	.	4.0	2.9	5.8	1.1	-0.62	1264	.	.
Cc1cc(C)cc(OCC(=O)NN2Cc3ccccc3C2=N)c1	i	15	-5%	0.26	-0.25	0.18	0.57	-3	725	.	.	3.0	2.3	8.0	1.1	.	.	i	0.6
CSc1nc(C)c(CCO)c(=O)[nH]1	i	55	-6%	0.031	-0.32	0.35	0.16	18	681	0.2	1020	4.0	1.3	4.4	1	0.07	1314	i	0.7
CC1CCC(NC(=O)CC2Oc3ccccc3NC2=O)CC1 (stereo not drawn)	i	40	-6%	-0.91	-0.22	-0.4	0.056	.	.	-6.5	1120	2.4	2.9	6.2	1.1	0.27	1110	i	1.5
Cc1cc(C2=NNC(=Nc3ccc(S(=O)(=O)N4CCOCC4)cc3)SC2)c(C)n1CC1CCCO1 (stereo not drawn)	i	50	-69%	0.054	-0.33	-0.055	0.34	15	671	-0.7	1104	4.3	1.3	4.9	1.1	-0.62	991	i	0.3
CCOC(=O)N1CCN(C(=O)c2cc3c(-c4ccc(Cl)cc4)nn(C)c3s2)CC1	i	48	7%	-0.56	-0.13	-0.26	-0.33	.	.	.	.	7.0	5.9	18	1.1	-0.5	945	+	33*
Cc1ccccc1NC(=O)CSCC(=O)Nc1ccccc1C	i	42	8%	0.23	0.0029	0.48	0.44	-2	855	-1.0	1023	0.9	1.4	14	1.1	1.6	765	i	1.3
Cc1cccc(-c2ncc(CN3CCCC(CO)(Cc4cccc(Cl)c4)C3)cn2)c1 (stereo not drawn)	i	44	21%	-0.96	-0.23	-0.53	0.52	-21	737	2.5	958	2.8	2.1	8.3	1	-0.24	1456	i	0.3
CCn1c(C)cc(/C=C2\SC(=O)N(CC(=O)Nc3ccc(C)c(C)c3)C2=O)c1C	i	4	8%	0.82	0.31	1.5	-1.1	.	.	-0.9	1427	14	1.6	6.5	1.1	0.11	1557	i	0.8
C/C(=N/NC(=O)CN1CCN(S(=O)(=O)c2ccc(C)cc2)CC1)c1cccc(O)c1	i	38	.	-0.46	-0.12	-0.31	-0.1	20	700	-0.8	1277	.	.	.	.	.	.	i	0.2
CC(C)(C)OC(=O)CC[C@@H](C(=O)N1CCN(C(=O)OC(C)(C)C)CC1)n1cc(C(CO)NC(=O)OC(C)(C)C)nn1 (stereo partly drawn)	i	43	-1%	-0.11	-0.29	0.22	-0.12	4	700	-0.8	1198	1.4	1.2	7.0	1.1	-0.39	1361	i	0.8
CN1CCN(S(=O)(=O)c2ccc(NC(=O)C3CCCCC3)cc2)CC1	i	38	2%	-0.84	-0.22	-0.17	0.14	2	737	-1.0	1209	6.1	23	98	1.1	-0.48	1010	.	.
Cc1ccc(S(=O)(=O)Cn2nnnc2CN2CCOCC2)cc1	i	35	-1%	0.44	-0.19	0.21	-0.6	.	.	-1.6	1148	2.6	1.7	8.1	1.1	0.79	1152	i	4.4
O=C(Cc1ccccc1)NN1C(=O)C2C3C=CC(C3)C2C1=O (stereo not drawn)	i	37	5%	-0.26	-0.21	-0.59	0.71	-2	683	-2.9	1110	1.2	2.2	10	1.1	-0.46	1937	i	0.7
Cc1ccc2c(c1)C=CC(C#N)N2C(=O)c1ccccc1 (stereo not drawn)	i	52	-1%	-0.91	-0.2	-0.3	0.23	4	600	56*	377*	33*	31*	58*	1.1	0.41	853	?	.
CCOC(=O)C1CCCN(S(=O)(=O)c2cn(C)c(=O)n(C)c2=O)C1 (stereo not drawn)	i	25	7%	0.042	-0.093	0.078	-0.65	.	.	.	.	2.3	2.5	4.7	1.2	-0.47	922	i	1.4
Cc1c(=O)n(OCc2ccccc2F)c2ccccc2[n+]1[O-]	i	40	-1%	0.11	-0.049	0.57	0.32	1	780	1.5	861	1.6	0.5	44	1.1	1.1	1236	i	0.7
Cc1ccc(OCCNS(=O)(=O)c2ccc(N3CCCC3=O)cc2)cc1C	i	44	12%	0.79	-0.2	-0.54	-1.6	.	.	0.5	1338	2.7	1.2	1.3	1	0.09	1324	i	0.9
Cc1cc(/C=N/Nc2ccc([N+](=O)[O-])cn2)c(C)n1-c1ccccc1	i	21	-28%	1.2	0.81	0.92	-0.099	7	771	1.7	1199	1.9	1.0	4.5	0.8	-1.4	837	i	1.1
CCCOP(=O)(OCCC)C(Nc1ccc(C(C)C)cc1)c1ccc([N+](=O)[O-])cc1 (stereo not drawn)	i	13	17%	0.65	-0.14	0.35	-1.7	.	.	-0.1	1449	0.5	1.5	9.0	1	-2.5	1021	i	0.6
Cc1ccc(/C=C(\C#N)C(=O)NC(C)C)o1	i	25	-6%	0.42	-0.14	0.48	-0.75	11	713	-2.3	1082	2.5	2.9	7.2	1.2	-0.5	1211	i	0.7
O=C(c1ccccc1)N1CCSC1=S	i	9	1%	-0.39	-0.21	-0.88	1.3	.	.	-1.0	1344	4.2	1.5	4.3	1.1	0.22	1648	i	2.4
Cn1nc(C(=O)N2CCN(S(=O)(=O)/C=C/c3ccccc3)CC2)c2ccccc2c1=O	i	7	26%	0.39	-0.22	0.033	-1.3	0	592	-2.0	1109	3.9	3.0	9.4	1.1	0.77	1550	i	0.6
Cc1ccc(C(=O)Nc2cccc(C(=O)NCc3ccccc3)c2)cc1	i	58	16%	-0.36	-0.21	0.17	-0.12	-4	684	-1.5	1181	1.5	1.7	7.8	1.2	0.3	1399	i	0.5
c1ccc(CCNc2ncnc3nc[nH]c23)cc1	i	32	10%	0.91	-0.19	0.52	-0.85	7	744	0.0	948	2.9	3.0	22	1.8	1.1	1299	i	0.3
ClCc1csc(-c2ccccc2Cl)n1	i	41	-41%	0.22	-0.25	0.14	1.4	5	697	-2.0	1080	2.0	1.1	0.4	1.1	0.25	1321	i	1.4
OC(CCN1CCCCC1)(c1ccccc1)c1ccccc1	i	16	-18%	-0.27	-0.29	0.35	0.65	-3	635	.	.	3.0	1.7	8.7	1.1	.	.	i	2.8
O=C(O)[C@H](Cc1ccccc1)N1C(=O)c2ccncc2C1=O	i	17	13%	-0.83	-0.064	-0.18	1.1	.	.	-2.3	1428	1.4	1.9	11	1.1	0.67	1347	i	8.4
CCOC(=O)CSc1ccc(S(=O)(=O)N(CC)CC)cc1[N+](=O)[O-]	i	9	0%	-0.77	-0.32	-0.5	0.56	-2	734	-0.9	1127	2.6	1.6	0.3	1.2	-0.48	1096	i	0.4
O=C(NCc1cccc(C(F)(F)F)c1)C1CC(c2c(Cl)cccc2Cl)=NO1 (stereo not drawn)	i	27	19%	0.57	-0.088	0.59	0.0016	.	.	44	423	37*	36*	54*	1	-0.69	1318	i	0.3
O=C(Cn1c(=O)c(=O)n(Cc2ccccc2)c2ccc(Cl)cc21)Nc1cccc(F)c1	i	44	9%	1.4	-0.073	0.71	-1.3	2	556	0.0	1059	2.9	1.5	1.1	1.1	0.03	1199	i	0.4

Part of the list above with just Myeloid diff 2 and MT stabilizer Hoechst-high %:
structure	Myeloid diff 2	MT stabilizer Hoechst-high %
CCOC(=O)CSc1ccc(S(=O)(=O)N(CC)CC)cc1[N+](=O)[O-]	i	1.6
O=C(c1ccccc1)N1CCSC1=S	i	1.5
O=C(NCc1cccc(C(F)(F)F)c1)C1CC(c2c(Cl)cccc2Cl)=NO1 (stereo not drawn)	i	36*

Random draw from the library. About 3% of those tested had a hit in this group.
